HSP90 inh – blocks HSP90-mediated luciferase refolding in reticulocyte lysate; Rabbit reticulocyte lysate, luciferase refolding luminescence, 3 h; inhibition, % at 5.6 µM; 290,000 compounds, 0.91% hits; AID 1789;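 active = inhibition above the screen-wide mean plus 3 SD, computed separately per campaign, cut at about 16% in these data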;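 also: 0% = DMSO wells and 100% = 60 µM geldanamycin wells; inhibitors lower the luminescence because luciferase stays unfolded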
IEC-6 tox – IEC-6 cytotoxicity, counter-screen for KLF5 inhibitors; AID 1825; luminescence viability; inhibition, % at 5 µM; 290,000 compounds, 0.78% hits; in the data active = inhibition above about 22%;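 also: 0% = plate median of test compound wells and 100% = cytotoxic reference compound wells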
HIF act – HIF pathway transcriptional activation; activation, % at 7.5 µM (by protocol); AID 1910; 300,000 compounds, 0.32% hits; U2OS HRE-luciferase reporter, luminescence; normalized: DMSO 0%, desferrioxamine 100%;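 active = mean activation of at least 10% of the iron chelator positive control signal, with at least half of replicates also reaching 10%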
SKKanGAS inh – blocks kanamycin growth of S. pyogenes SKKanGAS strain. BacTiter-Glo, 6 h. inhibition, % at 7.5 µM. 300,000 compounds, 1.3% hits. AID 1662;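 active = mean replicate score, as percent of positive control median, at least 50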;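 also: strain carries kanamycin resistance gene driven by streptokinase promoter and grows in 40 µg/ml kanamycin; loss of luminescence reflects streptokinase promoter inhibition or plain growth inhibition; 0% = median of DMSO wells and 100% = positive control at its reference dose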
KLF5 inhibitor – inhibitors of KLF5 expression; DLD-1 KLF5 promoter-luciferase reporter, luminescence; inhibition, % at 5 µM; 290,000 compounds, 0.23% hits; AID 1700;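 active = inhibition above a per-plate limit of that plate's mean compound inhibition plus 3 SD, cut at about 60% in these data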;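 also: 0% = DMSO wells and 100% = LY294002 at 200 µM; higher means less KLF5 promoter-driven luciferase light; inactives centre near -14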
AI-2 QS modul – modulates the Vibrio harveyi AI-2 quorum sensing system | Vibrio harveyi JMH597 AI-2 luminescence/OD600 ratio, 9 h; hits give low values; strain lacks LuxN and CqsS sensors; 0 = neutral-control median | activity change, % at 7.5 µM | 300,000 compounds, 0.4% hits | AID 2094; in the data active = activity change below about -75%, passing the limit was not always enough;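 also: luminescence divided by OD600 gain over 9 h not by final OD600 alone; inactives centre near 13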
HSF1 inhib – HSF1 inhibition; activity change, negative = inhibition, % at 7.5 µM (by protocol); NIH3T3-HGL HSE-luciferase, MG132-induced, luminescence 8 h; hits give low values; 300,000 compounds, 0.77% hits;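 active = more than half of replicate wells show activity change below -50%, luminescence cut by over half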;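 also: luciferase reports HSF-1 transcriptional activity via heat shock element; 0% = median of DMSO wells and -100% = zero luminescence signal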
aSyn 5UTR inh – 5' untranslated region of α-synuclein, MLPCN primary screen. AID 1813. 300,000 compounds, 0.82% hits. alpha-synuclein 5'UTR reporter, inhibitor activity. inhibition, % (tested at 7.5 µM); in the data active = inhibition above about 60%;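 also: H4 neuroglioblastoma cells stably carrying SNCA 5'UTR luciferase fusion; 0% = DMSO wells and 100% = positive control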
HSF-1 act – increases HSF-1 driven luciferase reporter signal | NIH3T3-HGL HSF-1 luciferase reporter, MG132, 8 h; 100% = twice DMSO control signal | activation, % at 9 µM | 300,000 compounds, 1.7% hits;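 active = mean replicate activation of at least 50% with a set share of replicates each reaching 50%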;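 also: 0% = median of the neutral control wells and 100% = twice that signal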
Platelet DG rel – modulates dense granule release in human platelets. human platelet-rich plasma, SFLLRN dense granule ATP release, luminescence. inhibition, %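 (compounds screened at 7.5 µM in platelet-rich plasma)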. 300,000 compounds, 0.22% hits. AID 1663;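 active = mean replicate score, as percent of positive control, at or above 50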
* = called active by the depositor; / = not tested or not shown.

no. | SMILES | HSP90 inh | IEC-6 tox | HIF act | SKKanGAS inh | KLF5 inhibitor
1 | S=C(c1cn(CCOc2ccccc2)c2ccccc12)N1CCCC1 | -2 | 4 | -1.2 | 11 | -28
2 | Clc1ccccc1CN1CCC(Cc2ccccc2)CC1 | 1 | -10 | -0.1 | -8 | -38
3 | Fc1ccc(-c2ccc(NCCN3CCOCC3)nn2)cc1 | 9 | 4 | 3.5 | -1 | -39
4 | CC(=O)Nc1sc2c(c1C#N)CC(C)(C)NC2(C)C | -3 | -1 | -0.1 | -7 | -20
5 | CC1=C2C(CCS2(=O)=O)CC2(C1)C(=O)OC(C)(C)OC2=O (stereo unspecified) | -1 | 8 | -0.3 | -1 | 7
6 | O=C(CSc1cn(CCNC(=O)c2ccc3ccccc3c2)c2ccccc12)NCc1ccco1 | 19* | -11 | 0.5 | 16 | -53
7 | O=Cc1cccn1-c1ncc(Br)cn1 | 3 | -1 | -0.1 | -8 | 1
8 | CCOc1cc(/C=N/NC(=O)c2cccc([N+](=O)[O-])c2)ccc1OS(=O)(=O)c1ccccc1 | 0 | 5 | -0.1 | 1 | 3
9 | CCOC(=O)C1(Cc2cccc(Cl)c2)CCCN(C(=O)c2c(CC)noc2C)C1 (stereo unspecified) | 2 | 0 | 1.6 | -8 | -28
10 | Cc1cccc(OCc2nnc(SCC(=O)NC3CCCC3)n2C)c1 | -1 | -6 | -0.3 | -10 | -37
11 | Cc1[nH]c2c(C)cccc2c1CCNC(=O)c1ccc2c(c1[N+](=O)[O-])C(=O)c1ccccc1C2=O | 0 | -4 | 0.1 | 45 | -13
12 | C/C(=N\N1CCN(c2ccccc2)CC1)c1ccc(O)cc1 | 0 | -9 | -0.3 | -8 | -53
13 | COc1ccc(C(C)=O)c(OC(=O)c2ccc(OC)c(OC)c2)c1 | 2 | 7 | 0.0 | 7 | 1
14 | O/N=C1/CCCSc2ccccc21 | 2 | -2 | 0.1 | 5 | -38
15 | COc1ccc(-n2c(CNC(=O)COc3ccccc3)n[nH]c2=S)cc1 | 0 | -5 | 0.1 | 0 | -45

no. | AI-2 QS modul | HSF1 inhib | aSyn 5UTR inh | HSF-1 act | Platelet DG rel
1 | -9 | 14 | -4 | 33 | /
2 | 2 | 0 | 19 | 37 | -1
3 | -2 | 3 | -60 | 10 | 18
4 | 24 | -4 | -2 | 0 | 0
5 | 10 | 1 | 3 | 2 | 2
6 | 16 | -2 | -1 | -1 | 2
7 | 38 | 5 | 8 | 6 | -3
8 | 19 | 5 | -16 | 26 | -2
9 | 9 | 13 | -49 | -7 | 0
10 | 12 | -9 | 19 | -17 | -3
11 | 5 | 23 | -12 | 53* | 2
12 | 3 | 4 | -21 | 26 | 2
13 | 25 | -3 | 9 | 2 | 0
14 | 13 | -2 | 9 | -13 | 1
15 | 30 | -7 | -3 | -2 | 6

no. | SMILES | HSP90 inh | IEC-6 tox | HIF act | SKKanGAS inh | KLF5 inhibitor
16 | O=C(O)CCCC(=O)Nc1cc([N+](=O)[O-])ccc1O | 2 | 4 | -0.1 | -9 | 1
17 | O=C(c1ccccc1Cl)N1CCCC(c2nc3c(nnn3Cc3ccccc3)c(=O)[nH]2)C1 (stereo unspecified) | 2 | 6 | -0.2 | 4 | -5
18 | O=C(O)CC1SC(=O)N(Cc2ccccc2)C1=O (stereo unspecified) | 1 | -4 | -0.2 | 1 | 0
19 | CC(Sc1cccc[n+]1[O-])C(=O)Nc1cccc(S(=O)(=O)N2CCOCC2)c1 (stereo unspecified) | -4 | 3 | 0.0 | 1 | -30
20 | S=C1NC2(CCCCCC2)N=C1c1ccccc1 | 2 | -7 | -0.2 | -1 | -1
21 | NC(=O)c1c(NC(=O)C2CCCO2)sc2c1CCCC2 (stereo unspecified) | -2 | 5 | 1.5 | -11 | -36
22 | O=C(NCc1nnc2c(C(F)(F)F)cc(Cl)cn12)c1cccnc1 | 2 | -8 | 0.3 | -4 | 2
23 | CCOC(=O)CN1CC23C=CC(O2)C(C(=O)NCc2cccs2)C3C1=O (stereo unspecified) | -1 | 2 | -0.2 | -6 | -13
24 | CN1C(=O)C(CC(=O)Nc2ccc(F)cc2)N(CCCc2ccccc2)C1=S (stereo unspecified) | 1 | 4 | 0.1 | 27 | -5
25 | O=C(CCn1c(=O)[nH]c2ccsc2c1=O)N1CCN(c2cccc(Cl)c2)CC1 | 0 | 2 | 0.1 | -4 | -2
26 | O=C(CSc1ccc2nnc(-c3cccs3)n2n1)N1CCCC1 | -2 | 4 | 0.1 | 1 | 16
27 | CCCCCCOC(=O)C(C#N)c1nc2ccccc2nc1N1CCCCC1 (stereo unspecified) | 4 | 0 | -0.2 | 33 | -10
28 | Cc1ccc(-n2ncc3c2CC(C)(C)CC3NC(=O)CCCN2CCCCC2=O)cc1 (stereo unspecified) | -1 | 3 | 0.3 | -5 | -23
29 | CCc1ccc(-n2cnc3cc(C(=O)NCC(OC)OC)ccc32)cc1 | -2 | 3 | -0.3 | 13 | -21
30 | COC(C(=O)Nc1ccc(S(=O)(=O)Nc2cccc3ccccc23)cc1)c1ccccc1 (stereo unspecified) | 0 | 0 | 0.0 | -10 | 6

no. | AI-2 QS modul | HSF1 inhib | aSyn 5UTR inh | HSF-1 act | Platelet DG rel
16 | 16 | -5 | 13 | -12 | -6
17 | 11 | 3 | 29 | 11 | -2
18 | 14 | -89* | -7 | -92 | 1
19 | 14 | -3 | 17 | -3 | -3
20 | 0 | -4 | 23 | -4 | 1
21 | 22 | -4 | -74 | 42 | -14
22 | 17 | 3 | -17 | 1 | 2
23 | 13 | -4 | 10 | 12 | -1
24 | 12 | 8 | 3 | 19 | 2
25 | 3 | 5 | 35 | 17 | 5
26 | 19 | -2 | 11 | -12 | 4
27 | 10 | -7 | 17 | 3 | 4
28 | -1 | -2 | 1 | 3 | -2
29 | 22 | 0 | -4 | -1 | 1
30 | 16 | 40 | -10 | 55* | -7

no. | SMILES | HSP90 inh | IEC-6 tox | HIF act | SKKanGAS inh | KLF5 inhibitor
31 | O=C(CN1CCCC1)Nc1ccc(F)cc1 | -4 | 0 | -0.1 | -13 | -4
32 | CC(=O)NCC(=O)N(C)C(C(=O)Nc1ccc(C(C)C)cc1)c1ccccc1 (stereo unspecified) | -4 | 0 | 0.1 | -1 | -6
33 | CN(C(=O)COC(=O)c1ccccc1NC(=O)c1ccco1)C1CCS(=O)(=O)C1 (stereo unspecified) | -2 | -7 | -0.1 | -7 | -29
34 | CC(C)[C@H](NC(=O)C1CC(=O)N(c2ccc(F)cc2)C1)C(=O)N1CCCCC1 (stereo partly specified) | -4 | 0 | 0.1 | -4 | -36
35 | O=C1c2ccc(Oc3ccc([N+](=O)[O-])cc3)cc2C(=O)N1CCCO | 0 | 0 | 0.0 | -1 | -34
36 | Cc1ccccc1Cn1cc(NC(=O)c2cc3nc(-c4ccco4)cc(C(F)(F)F)n3n2)cn1 | 2 | 3 | -0.6 | 6 | 3
37 | CC12CCCc3c(O)cc(=O)n(c31)-c1ccccc12 (stereo unspecified) | -4 | -8 | 0.1 | -7 | -15
38 | Cc1cc(C)nc(SCC(=O)Nc2nc(-c3ccccc3)c(-c3ccccc3)o2)n1 | 1 | 1 | -0.5 | 24 | -3
39 | Cc1cc(C)c(/C=N/NC(=O)c2nnn(-c3nonc3N)c2CN2CCC(C)CC2)c(C)c1 | 2 | -5 | -0.1 | 28 | -6
40 | COc1cccc(-c2cc(C(=O)NCC3CCCO3)c3ccccc3n2)c1 (stereo unspecified) | -2 | -2 | 0.1 | -9 | -26
41 | CN(c1ccccc1)S(=O)(=O)c1cccc(C(=O)NCCc2c[nH]c3ccccc23)c1 | / | / | 0.3 | 2 | /
42 | CCc1ccc(C(=O)NNC(=O)c2cccc(N3C(=O)CCC3=O)c2)cc1 | / | / | 0.1 | 9 | /
43 | Cc1ccc(S(=O)(=O)N(c2nc(NC(C)C)nc(NC(C)C)n2)n2cnnc2)cc1 | 1 | 0 | / | 2 | -17
44 | O=[N+]([O-])c1ccccc1/C=N/NC1=NS(=O)(=O)c2ccccc21 | 0 | -2 | 0.2 | 3 | -52
45 | CC1CCN(c2nc3ccc(C(=O)NCCCN4CCCCC4)cc3s2)CC1 | 9 | 15 | 3.3 | -2 | -42

no. | AI-2 QS modul | HSF1 inhib | aSyn 5UTR inh | HSF-1 act | Platelet DG rel
31 | 38 | -4 | -11 | 12 | -9
32 | 9 | 4 | -9 | -19 | 8
33 | 28 | -3 | 26 | 5 | 0
34 | -23 | 4 | 0 | -11 | -2
35 | 6 | 8 | 4 | 6 | 3
36 | -7 | -8 | 8 | -7 | -9
37 | 40 | -7 | 8 | 3 | 7
38 | 21 | -3 | 29 | 6 | -1
39 | 0 | 0 | 1 | 0 | 1
40 | 2 | 5 | -19 | 1 | -10
41 | 25 | 2 | 21 | -9 | 0
42 | 14 | -6 | 13 | -10 | -3
43 | 42 | / | 29 | / | 4
44 | 24 | -6 | -13 | 6 | 3
45 | 12 | -40 | -282 | -51 | 5

no. | SMILES | HSP90 inh | IEC-6 tox | HIF act | SKKanGAS inh | KLF5 inhibitor
46 | O=C1c2ccccc2S(=O)(=O)c2cc(N3CCN(C(=O)c4ccccc4)CC3)ccc21 | / | / | 0.3 | 15 | /
47 | CC(O)CN1C(=O)C(CC(=O)Nc2ccc(Cl)cc2)SC1=Nc1ccccc1 (stereo unspecified) | -1 | 0 | 0.1 | 12 | -9
48 | Cc1cc(Nc2ccc(F)cc2)nc(N)n1 | 4 | 5 | 0.2 | 7 | -19
49 | COc1cc2c(cc1OC)C(c1cccs1)N(C(=O)c1cccc(S(=O)(=O)N(C)C)c1)CC2 (stereo unspecified) | -1 | -2 | -0.1 | -5 | 1
50 | CCOCCCNC(=O)c1ccc(CS(=O)(=O)Cc2ccccc2F)o1 | 5 | -1 | -0.7 | 4 | -2
51 | CC(=O)NCCC(=O)Nc1cc(S(=O)(=O)N2CCOCC2)ccc1Oc1ccc(F)cc1 | / | / | 0.1 | -1 | /
52 | COc1ccc(NC(=O)/C(=C/c2ccc3c(c2)OCO3)NC(C)=O)cc1 | 0 | -4 | 0.1 | -10 | -125
53 | CC(C)Cn1c(N)c(C(=O)COC(=O)c2ccc(O)cc2O)c(=O)n(C)c1=O | / | / | -0.2 | 5 | /
54 | O=C(NCc1ccccc1)c1ccccc1OCC(=O)N1CCCCC1 | 5 | 2 | -0.1 | 15 | 4

no. | AI-2 QS modul | HSF1 inhib | aSyn 5UTR inh | HSF-1 act | Platelet DG rel
46 | 22 | 3 | -7 | 2 | -1
47 | 2 | 13 | 11 | 24 | -3
48 | -13 | -1 | -20 | -5 | 1
49 | 29 | -1 | -6 | 2 | -6
50 | 27 | 2 | -1 | -3 | -10
51 | 7 | -7 | 11 | -7 | 9
52 | 10 | 7 | -6 | 12 | -6
53 | 48 | -1 | 16 | -9 | -3
54 | 9 | 4 | -18 | -2 | 0

Structures listed above marked active in HSF-1 act:
#	canonical_smiles	HSP90 inh	KLF5 inhibitor	AI-2 QS modul	HSF1 inhib	aSyn 5UTR inh	HSF-1 act	Platelet DG rel
11	Cc1[nH]c2c(C)cccc2c1CCNC(=O)c1ccc2c(c1[N+](=O)[O-])C(=O)c1ccccc1C2=O	0	-13	5	23	-12	53*	2
30	COC(C(=O)Nc1ccc(S(=O)(=O)Nc2cccc3ccccc23)cc1)c1ccccc1 (stereo unspecified)	0	6	16	40	-10	55*	-7

Bioassay records as filed in PubChem.
